High-throughput results (PubChem BioAssay)
MEP2 TOR yeast: modulators of TOR pathway MEP2-GFP in S. cerevisiae. AID 2016. actives 0.51% (n = 330,000). GFP response vs DMSO, % at 10 µM. S. cerevisiae MEP2-GFP strain, flow cytometry GFP, 3 h; 100% = DMSO control level;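 active means GFP response versus DMSO above a set limit, roughly screen mean plus 3 SD, cut at about 180% in these data; inconclusive means fewer than 70 cells counted for a yeast strain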;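 further: median GFP fluorescence of the barcode-gated MEP2-GFP cells per well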
procasp7 counter: counter-screen for procaspase-3 activators: activators of human procaspase-7 | recombinant procaspase-7, Ac-DEVD-pNA absorbance 405 nm; D23A/D198A/D206A triple mutant, cannot self-cleave; scale: DMSO 0, 5 µM enzyme 100 | activation, % at 8.5 µM | actives 0.093% (n = 330,000);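 active means percent activation above the screen-wide mean plus 3 SD, cut at about 25% in these data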
Target sequence (P55210 whole entry D23A/D198A/D206A): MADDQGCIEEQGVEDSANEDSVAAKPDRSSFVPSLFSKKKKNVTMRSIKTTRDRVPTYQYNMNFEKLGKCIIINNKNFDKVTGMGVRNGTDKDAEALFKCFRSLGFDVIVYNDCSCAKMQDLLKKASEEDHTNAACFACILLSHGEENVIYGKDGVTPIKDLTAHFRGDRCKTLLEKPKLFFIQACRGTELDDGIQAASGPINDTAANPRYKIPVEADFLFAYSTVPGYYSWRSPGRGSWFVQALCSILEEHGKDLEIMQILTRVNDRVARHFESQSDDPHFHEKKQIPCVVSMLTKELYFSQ
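Assay system – Uncleavable procaspase-7 mutant enzyme · Quantity – 2 µM procaspase-7 mutant as dispensed · Times – 1 h preincubation, 2 h reaction · Dosing – single nominal 8.5 µM compound dose, 0.8% DMSO final · Buffer or medium – Zinc-free 50 mM HEPES buffer, pH 7.4, with NaCl and Triton X-100 · Detection – Epi-absorbance of released pNA at 405 nm, two timepoints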
LAP4-GFP MLPCN: alters LAP4-GFP fluorescence in TOR pathway yeast screen; actives 0.34% (n = 320,000); GFP response vs DMSO, % at 10 µM; S. cerevisiae LAP4-GFP multiplex, flow cytometry GFP, 3 h; median GFP as percent of DMSO wells; AID 2023;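 active means GFP response vs DMSO above a set limit, about the screen mean plus 3 SD, cut at about 150% in these data; inconclusive means under 70 cell events counted for the yeast strain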
AGP1 TOR yeast: yeast TOR pathway AGP1-GFP modulation. S. cerevisiae AGP1-GFP multiplex flow cytometry, 3 h; GFP as percent of DMSO wells. GFP response vs DMSO, % at 10 µM. actives 0.02% (n = 320,000);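 active means GFP response relative to DMSO above a set limit, near screen average plus 3 SD, cut at about 150% in these data; inconclusive means fewer than 70 cells counted for the yeast strain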;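 further: median GFP channel fluorescence of the gated AGP1 strain per well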
procasp3 activ: activators of human procaspase-3. P42574. recombinant procaspase-3 D3A, Ac-DEVD-pNA absorbance 405 nm. actives 0.11% (n = 330,000). activation, % at 8.5 µM;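 active means activation above the mean of all tested compounds plus 3 SD, cut at about 21% in these data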;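 further: 0% = DMSO alone and 100% = DMSO wells spiked with extra 5 µM PC-3 D3A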
Target sequence (P42574 whole entry D9A/D28A/D175A): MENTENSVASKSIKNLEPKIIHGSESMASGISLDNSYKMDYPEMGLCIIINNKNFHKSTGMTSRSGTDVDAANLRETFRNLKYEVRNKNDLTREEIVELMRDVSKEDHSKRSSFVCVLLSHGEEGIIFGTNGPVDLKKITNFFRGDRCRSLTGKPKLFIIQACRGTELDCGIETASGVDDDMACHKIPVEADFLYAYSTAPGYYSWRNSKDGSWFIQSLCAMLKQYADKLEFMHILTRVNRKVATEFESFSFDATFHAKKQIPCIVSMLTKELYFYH
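Compound: 8.5 µM single point, 0.8% DMSO / Material: Autoprocessing-dead procaspase-3 D3A mutant enzyme / Timing: 1 h preincubation plus 2 h reaction at 25 °C / Medium: Zinc-free HEPES/NaCl buffer with 0.01% Triton X-100 at pH 7.4 / Technique: 405 nm absorbance of p-nitroaniline, reads at 0 and 120 min / Repeats: one well per compound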
RPL19A-GFP yeast: modulators of TOR pathway RPL19A-GFP in S. cerevisiae; S. cerevisiae RPL19A-GFP strain, flow cytometry, 3 h; hits give low values; percent response vs DMSO, % at 10 µM; actives 0.3% (n = 330,000);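 active means percent response vs DMSO below 50%; inconclusive means fewer than 70 events counted for the yeast strain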;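 further: median channel GFP fluorescence of the barcoded RPL19A-GFP strain; ratio of sample median GFP to plate DMSO average so 100% = DMSO; lower means less RPL19A-GFP as with rapamycin TOR inhibition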
AHR act: activates the human aryl hydrocarbon receptor | P35869 | AHR-responsive luciferase reporter cells, luminescence | activation, % at 5 µM | actives 2.5% (n = 320,000) | AID 2796; in the data active means activation above about 47%;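 further: 0% = vehicle wells and 100% = reference agonist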
CIT2-GFP yeast: modulators of TOR pathway CIT2-GFP in S. cerevisiae; S. cerevisiae CIT2-GFP strain, flow cytometry, 3 h; 100 means same as DMSO wells; GFP response vs DMSO, % at 10 µM; actives 0.065% (n = 320,000);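 active means GFP response relative to DMSO above a set limit, near the screen mean plus 3 SD, cut at about 150% in these data; inconclusive means Fewer than 70 cells measured for a yeast strain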;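 further: ratio of well median GFP fluorescence to mean of DMSO wells on the plate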
* hit, by the source's call; ? = inconclusive; · = not tested or not shown.

entry	molecule	MEP2 TOR yeast	procasp7 counter	LAP4-GFP MLPCN	AGP1 TOR yeast
1	CCCCCC(=O)Nc1cccc(-c2nc3ncccc3o2)c1	98	11	105	93
2	Cc1cc(C)c(S(=O)(=O)N2CCN(C3CC(=O)N(c4ccccc4Cl)C3=O)CC2)c(C)c1 (configuration not stated)	96	2	102	99
3	CCN(CC)S(=O)(=O)c1ccc(OCC(=O)NCc2ccccc2)cc1	103	0	97	100
4	CC(=O)/C(=N\Nc1ccc(Cl)cc1Cl)Sc1nnc(-c2ccccc2)n1-c1ccccc1	94	-3	84	95
5	CCCNC(=O)c1ccc2c(c1)C1C3CCC(C3)C1C(c1ccccc1)N2 (configuration not stated)	94	-4	104	94
6	CCOC(=O)CSC(C)C(=O)Nc1nnc(C(C)C)s1 (configuration not stated)	101	11	98	97
7	CC(=O)Nc1ccc(NC(=O)C2CCCN2C(=O)NC2CCCCC2)cc1 (configuration not stated)	99	-8	102	94
8	Cc1c(C)c2cccnc2c2ncccc12	89	-4	183*	69
9	CC(C)[C@H](NC(=O)OC(C)(C)C)c1nnc(SCC(=O)Nc2ccc(Br)cc2)o1	103	7	98	98
10	O=C(COC(=O)c1cc([N+](=O)[O-])ccc1Cl)NCCc1ccccc1	92	7	94	89
11	CCN(CC)S(=O)(=O)c1ccc(Cl)c(NC(=O)COC(=O)C2CCCCC2)c1	113	-3	109	103
12	C=CCNCC(O)COc1ccc(C(C)=O)cc1OC (configuration not stated)	94	6	97	100

entry	procasp3 activ	RPL19A-GFP yeast	AHR act	CIT2-GFP yeast
1	11	98	-6	93
2	10	92	2	98
3	-7	100	0	105
4	8	97	-1	98
5	3	96	10	101
6	0	100	2	101
7	3	95	1	92
8	2	90	1	80
9	10	96	4	88
10	-6	92	0	94
11	6	109	-1	103
12	9	101	0	110

Compounds from the list above with a Cl atom, in the order listed:
entry	molecule	MEP2 TOR yeast	procasp7 counter	LAP4-GFP MLPCN	AGP1 TOR yeast
2	Cc1cc(C)c(S(=O)(=O)N2CCN(C3CC(=O)N(c4ccccc4Cl)C3=O)CC2)c(C)c1 (configuration not stated)	96	2	102	99
4	CC(=O)/C(=N\Nc1ccc(Cl)cc1Cl)Sc1nnc(-c2ccccc2)n1-c1ccccc1	94	-3	84	95
10	O=C(COC(=O)c1cc([N+](=O)[O-])ccc1Cl)NCCc1ccccc1	92	7	94	89
11	CCN(CC)S(=O)(=O)c1ccc(Cl)c(NC(=O)COC(=O)C2CCCCC2)c1	113	-3	109	103

entry	procasp3 activ	RPL19A-GFP yeast	AHR act	CIT2-GFP yeast
2	10	92	2	98
4	8	97	-1	98
10	-6	92	0	94
11	6	109	-1	103

Going on with the list:
entry	molecule	MEP2 TOR yeast	procasp7 counter	LAP4-GFP MLPCN	AGP1 TOR yeast
13	Cc1ccc(CNS(=O)(=O)c2c(C(=O)N3CCCCCC3)c(C)n(C)c2C)cc1	102	4	106	108
14	CNC(=S)N1N=C(c2ccc(OC)cc2)CC1c1ccccc1Cl (configuration not stated)	90	5	101	88
15	Cc1ccc(/C=N/NC(=S)N2CCOCC2)cc1	103	-17	99	90
16	O=c1cc(-c2ccc(O)cc2)oc2c(O)c(O)c(O)c(O)c12	109	-14	100	102
17	O=c1cc(CN2CCN(c3ccc(F)cc3)CC2)c2cc3c(cc2o1)CCCC3	106	-2	111	100
18	CC(=O)OC(C(=O)N1CCN(c2ccccc2F)CC1)c1ccccc1 (configuration not stated)	99	12	102	100
19	CC(NC(C)c1ccccc1Cl)C(=O)Nc1cccc(S(=O)(=O)N2CCCCC2)c1 (configuration not stated)	95	0	97	96
20	O=c1cc(-c2ccc(O)cc2)oc2c(C3OCC(O)C(O)C3O)c(O)c(C3OC(CO)C(O)C(O)C3O)c(O)c12 (configuration not stated)	?	4	93	96
21	CSc1nnc(-c2cc(C)on2)n1-c1ccccc1	98	-21	93	91
22	O=C(O)c1cccc(S(=O)(=O)Nc2cccc3ccccc23)c1	110	-3	100	106
23	Nc1cc(-c2ccc(Br)cc2)nn1S(=O)(=O)c1cccc2nsnc12	100	8	100	102
24	COCCCNC(=O)CNC(=S)N(Cc1ccccc1F)C1CCCCC1	103	8	100	109

entry	procasp3 activ	RPL19A-GFP yeast	AHR act	CIT2-GFP yeast
13	11	106	0	110
14	1	95	12	86
15	-8	96	8	95
16	-1	99	3	99
17	-2	98	0	88
18	-2	98	-2	98
19	-3	98	0	98
20	-2	92	0	100
21	-17	101	0	107
22	5	108	5	113
23	3	100	38	103
24	5	96	1	99

(cont.)
entry	molecule	MEP2 TOR yeast	procasp7 counter	LAP4-GFP MLPCN	AGP1 TOR yeast
25	CN(Cc1ccccc1)S(=O)(=O)c1nnc(NC(=O)c2ccccc2)s1	104	4	96	113
26	COC(=O)c1ccc(-c2csc(NC(=O)C3=COCCO3)n2)cc1	92	0	118	89
27	CCN(CC)C(=O)CCCc1c[nH]c2ccccc12	85	6	90	91
28	Cc1c(C)n(CCc2ccccc2)c2ncnc(NCCCO)c12	103	11	95	103
29	CCn1c(=O)c(C(=O)NNS(=O)(=O)c2ccc(Cl)cc2)c(O)c2ccccc21	99	-13	99	108
30	CC(C)(C)c1nnc(NC(=O)CCS(=O)(=O)c2ccccc2)s1	101	1	92	104
31	Cc1cccc(C(=O)Nc2ccc(S(=O)(=O)Nc3nc(C)cc(C)n3)cc2)c1	97	11	92	93
32	O=S(=O)(c1ccc(Cl)s1)N1CCCCC1	94	1	106	99
33	COc1ccc(NC(=O)c2ccc(-n3cncn3)c([N+](=O)[O-])c2)cc1OC	102	6	104	104
34	CCOC(=O)C1CCN(S(=O)(=O)c2c[nH]c(=O)[nH]c2=O)CC1	103	13	96	104
35	Cc1cc(C)cc(OCC(=O)Nc2cc(NC(=O)COc3cc(C)cc(C)c3)cc(C(=O)O)c2)c1	99	-4	90	99
36	O=C1c2cccc3c2[C@H](CCC3)CN1[C@@H]1CN2CCC1CC2	90	5	104	89

entry	procasp3 activ	RPL19A-GFP yeast	AHR act	CIT2-GFP yeast
25	-5	104	0	114
26	7	95	2	88
27	2	90	-1	77
28	1	107	51*	103
29	4	105	-1	105
30	-8	102	15	111
31	-1	95	1	102
32	-1	107	0	98
33	-1	99	10	95
34	-10	99	-1	111
35	-1	102	-3	105
36	-9	97	-4	98

(cont.)
entry	molecule	MEP2 TOR yeast	procasp7 counter	LAP4-GFP MLPCN	AGP1 TOR yeast
37	N#Cc1ccccc1NC(=O)c1ccccc1OCC(=O)Nc1ccc2c(c1)oc1ccccc12	95	-2	97	104
38	COc1ccc(CNC(=O)CN(C(=O)c2csnn2)c2ccccc2F)cc1	103	-9	94	111
39	CCN(CC)c1ccc(/C=N/n2c(=S)[nH]nc(C)c2=O)cc1	96	-8	101	90
40	CCCCN(C)S(=O)(=O)c1ccc(C(=O)Nc2nnc(C3=COCCO3)o2)cc1	102	11	94	99
41	CCCn1nnnc1NCc1ccc(CC)cc1	102	-6	97	99
42	CCc1nnc(NC(=O)CSc2nnc(COc3cccc(C)c3)o2)s1	104	-21	97	97
43	N/C(=N\OC(=O)CCCOc1ccc(Cl)cc1Cl)c1ccncc1	96	-5	105	104
44	COc1cc(CNc2nc(C)c([N+](=O)[O-])c(C)c2C#N)cc(OC)c1OC	101	-2	108	104
45	O=C1c2cc(O)c(O)cc2S(=O)(=O)C1c1ccccc1 (configuration not stated)	86	2	110	75
46	COc1ccc2ccccc2c1/C=N/NC(=O)CC1(C)OCCCO1	98	0	94	93
47	NC(=O)c1cc(S(=O)(=O)N2CCCC2)ccc1OCCOc1ccccc1	102	-6	106	105
48	COc1ccc(CC(=O)N(Cc2ccccc2)c2ccccc2)cc1S(=O)(=O)N1CCOCC1	96	-6	96	97

entry	procasp3 activ	RPL19A-GFP yeast	AHR act	CIT2-GFP yeast
37	1	101	10	100
38	-10	105	5	108
39	1	91	3	86
40	6	103	-3	104
41	-1	101	3	100
42	0	98	4	102
43	-2	100	4	93
44	-5	102	9	97
45	15	92	5	76
46	13	102	18	95
47	-4	105	0	98
48	2	100	4	104

(listing goes on)
entry	molecule	MEP2 TOR yeast	procasp7 counter	LAP4-GFP MLPCN	AGP1 TOR yeast
49	CCCOc1ccc(OCCSc2nnc(N)s2)cc1	106	0	99	96
50	C[n+]1ccc(/C=C/c2ccc(Br)cc2)cc1	106	-1	103	103
51	CCC1SC(CC)C(=O)N(CC(=O)NCc2ccc(F)cc2)C1=O (configuration not stated)	111	2	104	110
52	Cc1nn(-c2nc3ccccc3s2)c(N)c1-c1ccccc1	92	5	81	82
53	Cc1ccc(-n2c(C)nn(CCOc3ccccc3)c2=O)cc1	100	-3	100	98
54	COc1ccc(OC)c(NC(=O)Cn2c(CCC(=O)O)ccc2-c2cccs2)c1	101	7	104	106
55	CCOC(=O)NC(NC(=S)Nc1ccccc1[N+](=O)[O-])C(Cl)(Cl)Cl (configuration not stated)	98	-6	97	99

entry	procasp3 activ	RPL19A-GFP yeast	AHR act	CIT2-GFP yeast
49	1	·	26	107
50	1	99	5	106
51	1	102	2	92
52	-4	115	42	74
53	0	106	11	100
54	-5	101	13	94
55	2	96	1	99

Structures listed above marked active in LAP4-GFP MLPCN.
no. | molecule | MEP2 TOR yeast | LAP4-GFP MLPCN | AGP1 TOR yeast | procasp3 activ | RPL19A-GFP yeast | AHR act | CIT2-GFP yeast
8 | Cc1c(C)c2cccnc2c2ncccc12 | 89 | 183* | 69 | 2 | 90 | 1 | 80
